Screening data as filed in PubChem.
H1N1 NS1A inhibition: NS1A inhibition, H1N1 influenza, cell based functional assay (AID 504329); NS1A functional cell-based assay, percent inhibition; higher % means a stronger effect; inhibition, % at 12.5 µM, or IC50 in µM where a hit was titrated; hit rate 0.3% among 340,000; in the data active = a potency from the dose series; inconclusive = inhibition above about 27% without an active follow-up result; also: strong numbers were not always called active
H37Rv inhibition: M. tuberculosis growth inhibition, HTS (AID 449762); hit rate 0.59% among 330,000; one-dose inhibition, % at 25 µM; IC50 in µM for titrated hits; M. tuberculosis H37Rv growth inhibition, 7H9 media; higher % means a stronger effect; in the data active = a potency from the dose series; inconclusive = inhibition above about 70% without an active follow-up result;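 also: bacterial growth assessed after seven days of incubation; strong numbers were not always called active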
M. tuberculosis: growth inhibition of non-replicating M. tuberculosis (AID 488890); Mycobacterium tuberculosis non-replicating, growth inhibition; higher % means a stronger effect; inhibition, % at 25 µM, or IC50 in µM where a hit was titrated; hit rate 0.39% among 320,000; in the data active = a potency from the dose series; inconclusive = inhibition mostly from about 82% at the one dose, without a potency; inactive = the rest, 99 in 100 with inhibition below about 76%;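 also: plate controls were DMSO cells for no effect and high antibiotic wells for full effect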
inhibitors of VEEV: inhibitors of VEEV TC-83 cytopathic effect, confirmation, Vero cells (AID 588727). Vero cells, VEEV TC-83 cytopathic effect inhibition; higher % means a stronger effect. one-dose inhibition, % at 20 µM; IC50 in µM for titrated hits. hit rate 0.13% among 350,000; in the data active = a potency from the dose series; inconclusive = inhibition mostly from about 14% at the one dose, without a potency; inactive = the rest, 99 in 100 with inhibition below about 12%; also: strong numbers were not always called active
Salmonella PhoP GFP: Inhibition of PhoP regulon, Salmonella typhi GFP reporter cells, confirmation, 4 h (AID 1850) | Salmonella Typhi PhoP-promoter GFP reporter, fluorescence, 4 h; higher % means a stronger effect | inhibition, % at 50 µM; hits with a dose series show IC50 in µM | hit rate 0.33% among 310,000; in the data active = a potency from the dose series; inconclusive = inhibition mostly from about 25% at the one dose, without a potency; inactive = the rest, 99 in 100 with inhibition below about 19%;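 also: 0% = induced wells with vehicle and 100% = uninduced wells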
inhibitors of VEEV 10K pilot screen: further read-out of inhibitors of VEEV, marked with its call; inhibition, %; measured here: 10K pilot screen inhibition
* = called active by the depositor; i = inactive; ? = inconclusive; / = not tested or not shown; & = joins results of further samples.

SMILES	H1N1 NS1A inhibition	H37Rv inhibition	M. tuberculosis	inhibitors of VEEV	Salmonella PhoP GFP	others
CCCCc1nc(N2CCNCC2)c(C#N)c2c1CSC(C)(C)C2	3%	14%	70%	4.3%	0%
Cc1cc(NS(=O)(=O)c2ccc(NC(=O)CCCOc3cccc(C)c3C)cc2)no1	-3%	-3%	48%	2.8%	-8%
OC12CCCCC1C(c1ccc3c(c1)OCO3)N(Cc1ccccc1F)CC2 (stereo not given)	24%	-6%	26%	0.9%	-7%
CC(C)Cn1c2nc3ccccc3nc2c2c(=O)n(CCN3CCOCC3)cnc21	2%	4%	5%	7.8%	1%
CCCCC(=O)Nc1ccc(C(=O)NN2C(=O)c3ccccc3C2=O)cc1	11%	/	/	1.8%	-7%
COc1ccc(NC(=S)NCCCn2ccnc2)cc1	-2%	-3%	12%	0.1%	7%
N#Cc1c(SCc2ccccc2)nc(N2CCOCC2)c2c1CCCC2	0%	-1%	5%	4.7%	-1%
CCOc1ccc(C(=O)C(C)OC(=O)Cn2[nH]c(=O)c3ccccc3c2=O)cc1 (stereo not given)	-1%	3%	13%	0.9%	-3%
COc1ccc(C2C(=O)c3ccccc3C2=O)cc1	5%	12%	-2%	0.1%	-2%
COc1cc(NC(=S)N2CCN(S(=O)(=O)c3ccccc3)CC2)cc(OC)c1	-1%	0%	7%	3.8%	-8%
CC(=O)NC12CC3CC(C1)CC(C(=O)N1CCN(S(=O)(=O)c4cccc([N+](=O)[O-])c4)CC1)(C3)C2	-10%	/	/	1.9%	/
O=C(CSc1nccn(-c2ccc(Br)cc2)c1=O)NC1CCCC1	-10%	-3%	5%	1.6%	11%
CC(=O)c1ccc(N2CCN(C(=O)C3CCCN(c4ncnc5c4nc4n5CCCCC4)C3)CC2)cc1 (stereo not given)	10%	4%	35%	4.5%	-14%
COc1ccc(S(=O)(=O)N(C)C)cc1NC(=O)Cc1cccs1	-7%	-2%	6%	0.2%	6%
Cc1cccc(/C=C/c2onc(C)c2S(=O)(=O)N2CCC(C(=O)N3CCCCC3)CC2)c1	7%	8%	25%	1.1%	-11%

Three entries drawn at random from the list so far:
SMILES	H1N1 NS1A inhibition	H37Rv inhibition	M. tuberculosis	inhibitors of VEEV	Salmonella PhoP GFP	others
O=C(CSc1nccn(-c2ccc(Br)cc2)c1=O)NC1CCCC1	-10%	-3%	5%	1.6%	11%
CCCCC(=O)Nc1ccc(C(=O)NN2C(=O)c3ccccc3C2=O)cc1	11%	/	/	1.8%	-7%
CC(C)Cn1c2nc3ccccc3nc2c2c(=O)n(CCN3CCOCC3)cnc21	2%	4%	5%	7.8%	1%

Back to the main list, starting six compounds before the break.
SMILES	H1N1 NS1A inhibition	H37Rv inhibition	M. tuberculosis	inhibitors of VEEV	Salmonella PhoP GFP	others
COc1cc(NC(=S)N2CCN(S(=O)(=O)c3ccccc3)CC2)cc(OC)c1	-1%	0%	7%	3.8%	-8%
CC(=O)NC12CC3CC(C1)CC(C(=O)N1CCN(S(=O)(=O)c4cccc([N+](=O)[O-])c4)CC1)(C3)C2	-10%	/	/	1.9%	/
O=C(CSc1nccn(-c2ccc(Br)cc2)c1=O)NC1CCCC1	-10%	-3%	5%	1.6%	11%
CC(=O)c1ccc(N2CCN(C(=O)C3CCCN(c4ncnc5c4nc4n5CCCCC4)C3)CC2)cc1 (stereo not given)	10%	4%	35%	4.5%	-14%
COc1ccc(S(=O)(=O)N(C)C)cc1NC(=O)Cc1cccs1	-7%	-2%	6%	0.2%	6%
Cc1cccc(/C=C/c2onc(C)c2S(=O)(=O)N2CCC(C(=O)N3CCCCC3)CC2)c1	7%	8%	25%	1.1%	-11%
COCCN1Cc2cccc(C(=O)NCC3CCN(CC(C)C)C3)c2C1=O (stereo not given)	3%	3%	37%	0.3%	8%
CCOc1ccc(Cl)cc1S(=O)(=O)n1cnc2cc(C)c(C)cc21	-9%	4%	19%	1.0%	-8%
Cc1c(C(=O)O)nn(-c2ccccc2)c(=O)c1C#N	4%	-10%	-8%	1.2%	9%
O=S(=O)(CC(CN1CCCCC1)N1CCCCC1)c1ccc2ccccc2c1 (stereo not given)	-13%	/	/	11%	/
O=C(CSc1nc2ccccc2c(=O)n1-c1ccccc1)N/N=C/C=C/c1ccccc1[N+](=O)[O-]	2%	11%	45%	9.1%	5%
Cc1ccc(NC(=O)C2CCCN(S(=O)(=O)c3ccc4[nH]c(=O)ccc4c3)C2)c(C)c1 (stereo not given)	3%	7%	33%	0.7%	2%
CCN(CC)CCNc1nc(-c2ccccc2)c2c(c1C#N)CC(C)(C)OC2	-3%	1%	2%	i	-9%
O=C(CSc1nc2ccccc2c(=O)n1-c1ccccc1)N1CCN(CCO)CC1	-5%	-2%	-22%	5.4%	-5%
Cc1ccc(-n2nc3c(=O)n(CCCC(=O)N4CCCCC4)nc(C)c3c2C)cc1	-10%	-3%	-6%	i	-1%
COCCNCCOCCOc1cccc(OC)c1	7%	-7%	-14%	0.6%	1%
CCCCN(CCCC)c1cc(C)nc(-c2ccccc2O)n1	-4%	19%	14%	0.6%	-2%
CCN(C(=O)Cn1cnc2c(nc3n2CCCCC3)c1=O)c1cccc(Cl)c1	1%	3%	18%	1.4%	8%
COc1ccccc1N1CCN(S(=O)(=O)c2ccc3c(c2)n(C)c(=O)n3C)CC1	3%	0%	-4%	5.0%	-7%
Cc1ccc(C(C)C)c(OCC(=O)NN=C2CCCC(=O)C2)c1	3%	1%	11%	0.2%	/
CC(C)(C)OC(=O)N[C@@H](C(=O)OC(C)(C)C)c1ccc2c(c1)OCO2	-4%	-3%	-4%	0.5%	/
O=C(NCCCn1ccnc1)c1cc2c(ccc3ccccc32)o1	/	-1%	15%	/	30%
c1ccc(Cn2nnc3c(N4CCc5ccccc54)ncnc32)cc1	3%	-4%	3%	3.2%	6%	inhibitors of VEEV 10K pilot screen=0.6
COc1cc(C)nc(N(Cc2ccccc2)S(=O)(=O)c2ccc(C)cc2)n1	-4%	7%	3%	i	8%
Cc1nnc(SC/C=C/c2ccccc2)n(N)c1=O	-3%	?	69%	i	-3%
CSCCC(NS(=O)(=O)c1ccccc1F)C(=O)N1CCCCCCC1 (stereo not given)	-6%	-7%	-6%	1.2%	-3%
CC1(C)O[C@@H]2C[C@H]3[C@@H]4CCC5=CC(=O)C=C[C@]5(C)[C@@]4(F)[C@@H](O)C[C@]3(C)[C@]2(C(=O)CO)O1	6%	-4%	5%	0.3%	-11%
CCN(CC)c1ccc(SS(=O)(=O)O)cc1	1%&-7%	-6%&0%	13%&1%	6.1%&5.3%	-1%&-6%
Cc1cccc(COc2ncnc3nc[nH]c23)c1	10%	4%	24%	i	-1%
Cc1cc(C)n(Cc2ccc(Cl)cc2Cl)c(=O)c1S(=O)(=O)c1ccccc1	-7%	0%	-3%	4.0%	7%
Cc1ccc(CSCC2Nc3ccc(C(=O)N4CCN(c5ccc(F)cc5)CC4)cc3NC2=O)cc1 (stereo not given)	-3%	18%	73%	1.3%	-3%
Cc1cc(OCC(=O)O/N=C(\N)c2ccccc2)cc(C)c1Cl	-1%	3%	3%	1.3%	-4%
COc1ccc(N2CCN(C3CCCN(S(=O)(=O)c4ccc(C)cc4C)C3)CC2)cc1 (stereo not given)	24%	?	27%	i	-20%
Cc1ccc(NC(=O)c2cc(Cl)nc3ccccc23)cc1	-3%	-19%	6%	0.4%	-9%
COc1ccc(CNc2nc(SCC(=O)NCc3ccco3)nc3ccccc23)cc1	1%	-6%	47%	i	-10%	inhibitors of VEEV 10K pilot screen=4.2
COCCNC(=O)C(c1ccc(C)o1)N(Cc1ccccc1)C(=O)Cn1nnc2ccccc21 (stereo not given)	-2%	-2%	-6%	4.4%	7%
Cc1ccc(SCCC(=O)OCC(=O)Nc2ccc(C(N)=O)cc2)cc1	-5%	-6%	-4%	0.5%	/
COCc1cc(=O)n2[nH]c(SCc3ccccc3)nc2n1	1%	-2%	10%	i	-16%
Cc1ccc(C(=O)Nc2ccccc2C(=O)O)cc1S(=O)(=O)NC1CCCCC1	-10%	0%	0%	0.6%	1%
COc1ccccc1N1CCN(C(=O)[C@H](C)NS(=O)(=O)c2ccc3c(c2)OCCCO3)CC1	-17%	/	/	5.0%	/
COc1ccc(C)c2sc(N(CCCN(C)C)C(=O)c3ccc(S(=O)(=O)N4CCc5ccccc5C4)cc3)nc12	-4%	?	19%	11%	12%
COc1cccc(N2CCN(S(=O)(=O)c3ccc(-n4cnnn4)cc3)CC2)c1	4%	0%	-1%	0.9%	-7%
Cc1cc(C(=O)OCC(=O)Nc2sc3c(c2C#N)CCC(C)C3)c2ccccc2n1 (stereo not given)	6%	5%	37%	0.9%	-10%
CC(C)(C)OC(=O)CNC(=O)c1nc[nH]c1C(=O)NCC(=O)OC(C)(C)C	-28%	1%	31%	6.4%	1%
CC(CS(=O)(=O)c1cccc2cccnc12)N1CCCCC1 (stereo not given)	-3%	-4%	-11%	1.6%	-3%
Cc1ccc2nc(NC(=O)C3CCCN(S(=O)(=O)c4cccc5nonc45)C3)sc2c1 (stereo not given)	/	2%	4%	/	-4%
CC1(c2ccccc2)NC(=O)N(CC(=O)Nc2ccc(S(=O)(=O)NC3=NCCCCC3)cc2)C1=O (stereo not given)	8%	/	/	0.6%	/
COC(=O)c1ccccc1NC(=O)Cn1cnc2ccc(S(=O)(=O)N3CCC(C)CC3)cc2c1=O	15%	3%	8%	0.1%	-5%
COc1ccc(NC(=O)NNC(=O)C(C)Oc2ccc(C(C)C)cc2)c(OC)c1 (stereo not given)	-5%	1%	-2%	4.8%	-2%
COc1ccc(-n2c(=S)[nH]c3ncccc3c2=O)cc1	17%	2%	9%	1.1%	0%
Cc1ccc(-c2nn(-c3ccccc3)cc2CNCc2ccccc2)cc1	/	?	?	1.5%	6%
CCC1S/C(=N/N=C/c2ccco2)N(Cc2ccccc2C)C1=O (stereo not given)	-2%	-2%	5%	2.9%	8%
CCCCn1nnnc1SCC(=O)Nc1ccc(C)cc1	3%	6%	54%	1.3%	-2%
CC(=O)c1ccc(NC(=O)CSC(C)C)cc1	0%	-7%	3%	0.0%	-9%
COc1ccc(/C=N/NC(=O)C(C)N(c2ccc(OC)cc2)S(C)(=O)=O)cc1 (stereo not given)	-6%	-10%	6%	0.1%	-2%
CC(=O)NC1C(OCc2ccccc2)OC2COC(c3ccccc3)OC2C1OCC(=O)O (stereo not given)	-11%	-1%	-3%	0.4%	0%
Nc1c(C(=O)c2ccccc2)oc2ccc(Br)cc12	-8%	-19%	9%	0.8%	-20%
CC(C)(C)c1sc(N)nc1-c1ccccc1	2%	9%	-1%	0.1%	-15%
CNc1ccc([N+](=O)[O-])cc1C(=O)O	9%	-11%	-2%	i	10%
Cc1ccc(C(c2sc3nc(C)nn3c2O)N2CCN(c3ccc(F)cc3)CC2)cc1 (stereo not given)	9%	-7%	/	i	0%
O=C(O)C1Cc2ccccc2CN1C(=O)c1ccccc1 (stereo not given)	-2%	-4%	9%	0.9%	0%
CCCC(C)NC(=O)c1nc(-c2ccccc2)n(-c2ccccc2)n1 (stereo not given)	7%	12%	3%	1.8%	13%
CCOC(=O)c1ccc(NC(=O)CCc2nc(-c3ccccc3)no2)cc1	1%	?	80%	7.8%	6%
COc1ccc([C@H]2CC(=O)C=C(c3ccccc3C(F)(F)F)C2)cc1	8%	5%	30%	1.4%	/
Cn1ncc(Br)c1C(=O)Nc1ccc(F)cc1F	-2%	5%	-3%	1.7%	-1%
Cn1nnnc1SCC(=O)Nc1cccc([N+](=O)[O-])c1	/	-5%	-15%	0.5%	5%
(cont.)
SMILES	H1N1 NS1A inhibition	H37Rv inhibition	M. tuberculosis	inhibitors of VEEV	Salmonella PhoP GFP	others
O=C(c1cc(COc2ccc(-n3cncn3)cc2)on1)N1CCCC1	-3%	2%	10%	3.4%	-5%
NC(=O)Cn1cc(/C=N\NS(=O)(=O)c2cccc([N+](=O)[O-])c2)c2ccccc21	15%	-7%	-9%	1.1%	-2%
COC(=O)c1cc(OC)c(OC)cc1NC(=O)c1cccc(C)c1	-2%	7%	34%	1.2%	2%
CCOc1cc2c(cc1OCC)-n1cccc1C(c1cc(C)c(OC)cc1C)NC2 (stereo not given)	12%	30%	61%	i	-4%
COc1ccccc1NC(=O)CSc1nc2nc(C)cc(C)c2c(=O)[nH]1	-15%	-4%	6%	9.1%	5%
COc1cc(C2C=C(Nc3ccccc3)C(=O)N2c2ccccc2)ccc1O (stereo not given)	6%	-7%	2%	12%	-6%
COc1cccc(CNC(=O)CCC2CCCN(C(=O)c3ccoc3C)C2)c1 (stereo not given)	-4%	-2%	9%	i	-5%
CC(C)CCn1c(O)c(N=NC(=O)c2ccco2)c2ccccc21	-1%	6%	-7%	9.7%	-4%
